High-throughput results: PubChem BioAssay, several laboratories
PfHsp90 set2: reduces growth (ATP signal) of yeast expressing P. falciparum Hsp90; S. cerevisiae expressing PfHsp90, BacTiter-Glo ATP, 48 h; yeast lacking PDR1 and PDR3 efflux regulators; inhibition, % at 9.4 µM; actives 0.32% (n = 310,000); AID 504621;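 active = every replicate shows inhibition above about 80%, whatever the replicate mean, limit read from the data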;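 note: 0% = DMSO neutral controls and 100% = 20 µM radicicol positive controls; yeast relying on Plasmodium falciparum Hsp90 in place of its own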
PKA-R1A activ: activates the PKA-R1A holoenzyme complex; PKA-R1A dissociation, Cy5-IP20 fluorescence polarization; scaled: DMSO 0%, 113 µM cGMP 100%; activation, % at 11.4 µM; actives 0.083% (n = 340,000); AID 504707;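 active = percent activation above the mean of all tested compounds plus 3 SD, cut at about 19% in these data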;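 note: higher means more PKAc released from R1A so a rise in polarization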
OPRM1-OPRD1 ag: OPRM1-OPRD1 heterodimerization agonism; P35372+P41143; activation, % at 9.3 µM; cells, luminescence; actives 0.3% (n = 340,000); in the data active = activation above about 18%;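 note: 0% = vehicle-treated cells and 100% = reference agonist; values of inactives mirror those of a sister screen read the other way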
Mot1-301 SUMO: inhibitors of SUMOylation pathway: yeast Mot1-301 growth rescue; growth rescue, % at 18.8 µM; actives 1% (n = 320,000); AID 2716; S. cerevisiae Mot1-301 growth rescue, ATP luminescence, 38.5C; percent above DMSO median, 100 means doubled;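 active = every valid replicate shows activation above 250% relative to neutral control wells; inactive = the rest, any valid replicate at or below 250%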;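 note: OY570 slx delta 5 strain wells were the positive control but not used for scaling; some compounds called inactive have numbers as strong as hits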
Pemphigus Ab inh: blocks pemphigus antibody binding to human desmoglein-3; P32926; DSG3-coupled beads, scFv-anti-DSG3-GFP binding, flow cytometry; active compounds read low; binding (percent of control), % at 10 µM; actives 0.48% (n = 310,000);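 active = binding more than 3 SD below its plate's average and above zero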;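 note: hits lower antibody fragment binding to DSG3; some compounds called inactive have numbers as strong as hits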
Target sequence (P32926 whole entry, looked up, the tested form may be a part): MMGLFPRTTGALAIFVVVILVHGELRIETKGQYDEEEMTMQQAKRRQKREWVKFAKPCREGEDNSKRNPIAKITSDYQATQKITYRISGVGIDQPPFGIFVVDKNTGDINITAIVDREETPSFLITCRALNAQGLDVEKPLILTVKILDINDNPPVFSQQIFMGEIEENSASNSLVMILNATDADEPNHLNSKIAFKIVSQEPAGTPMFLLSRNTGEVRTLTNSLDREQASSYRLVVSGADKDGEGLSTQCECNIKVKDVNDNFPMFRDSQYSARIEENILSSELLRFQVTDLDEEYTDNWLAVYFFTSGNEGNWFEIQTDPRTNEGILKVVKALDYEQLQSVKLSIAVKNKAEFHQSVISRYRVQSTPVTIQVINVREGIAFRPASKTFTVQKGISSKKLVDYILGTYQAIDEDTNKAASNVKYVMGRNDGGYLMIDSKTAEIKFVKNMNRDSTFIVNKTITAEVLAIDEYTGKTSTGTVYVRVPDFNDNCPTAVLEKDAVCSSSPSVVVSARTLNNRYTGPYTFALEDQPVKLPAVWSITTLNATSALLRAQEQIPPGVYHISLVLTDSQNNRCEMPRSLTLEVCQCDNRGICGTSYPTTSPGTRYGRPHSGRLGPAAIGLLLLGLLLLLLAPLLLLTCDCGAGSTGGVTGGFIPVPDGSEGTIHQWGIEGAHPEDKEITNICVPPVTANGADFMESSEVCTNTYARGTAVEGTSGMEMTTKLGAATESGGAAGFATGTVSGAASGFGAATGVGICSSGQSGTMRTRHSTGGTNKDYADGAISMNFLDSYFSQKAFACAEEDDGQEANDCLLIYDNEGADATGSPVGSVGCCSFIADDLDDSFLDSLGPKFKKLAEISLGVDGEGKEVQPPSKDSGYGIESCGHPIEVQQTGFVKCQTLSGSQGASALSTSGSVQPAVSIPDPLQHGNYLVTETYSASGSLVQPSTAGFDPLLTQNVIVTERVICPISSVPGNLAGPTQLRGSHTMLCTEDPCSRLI
Arrestin-AP2 inh: blocks beta-arrestin peptide binding to AP2 adaptin; FITC-arrestin peptide / GST-AP2 beads, flow cytometry; AP2 beta2 appendage carries R879A mutation; inhibition, % at 10 µM; actives 0.31% (n = 340,000);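 active = inhibition above a set limit, near 3 SD of compounds lacking own fluorescence, cut at about 54% in these data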;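 note: plate controls were DMSO wells for no effect and 5 µM unlabelled arrestin peptide for full effect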
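System: GST-AP2 R879A glutathione beads | Also added: FITC-arrestin peptide, 50 nM | Times: 12 min plus 1 h, RT | Signal: Bead flow cytometry, FITC channel | Buffer or medium: PBS with 0.05% Tween 20 and 0.1% BSA | Read-out basis: Percent drop in bead-associated FITC signal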
MOR-DOR inv ag: mu-delta opioid heterodimer inverse agonism; cell-based MOR-DOR heterodimer luminescence; inhibition, % at 9.3 µM; actives 0.21% (n = 340,000); AID 504357; in the data active = inhibition above about 22%, passing the limit was not always enough;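 note: 0% = cells with DMSO and 100% = wells without cells with DMSO; values of inactives mirror those of a sister screen read the other way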
AddAB inh: less growth of phage-infected E. coli with AddAB. inhibition, % at 11.9 µM. actives 0.29% (n = 330,000). E. coli expressing H. pylori AddAB, absorbance growth; in the data active = inhibition above about 12%;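 note: 0% = vehicle wells of infected cells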
Tat transport: E. coli Tat transport inhibition; E. coli MC4100 TorA-mCherry Tat export, fluorescence; inhibition, % at 10 µM; actives 0.036% (n = 340,000);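 active = mean replicate inhibition at least 50% and at least half of replicates individually reaching 50%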;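 note: exported cargo escapes ClpAP degradation while cytoplasmic cargo is degraded and loses fluorescence; 0% = median of neutral control wells and 100% = median of NaSCN control wells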
Ecoli viability: bacterial growth inhibition, counter-screen for AddAB inhibitors; E. coli V3065 growth, OD600 absorbance, 18 h; inhibition, % at 11.9 µM; actives 0.27% (n = 330,000);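 active = inhibition above the campaign's mean inhibition across all tested compounds plus 3 SD, cut at about 9.9% in these data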;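 note: uninfected addAB+ strain grown without phage in ampicillin broth; 0% = DMSO wells and 100% = ciprofloxacin 0.95 µg/ml wells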
phage Ecoli inh: E. coli growth loss with phage present; growth absorbance; actives 0.26% (n = 360,000); inhibition, % at 11.9 µM; in the data active = inhibition above about 11%
* marks the source's active call; other numbers are inactive results; / = no result given.

SMILES | PfHsp90 set2 | PKA-R1A activ | OPRM1-OPRD1 ag | Mot1-301 SUMO | Pemphigus Ab inh | Arrestin-AP2 inh | MOR-DOR inv ag | AddAB inh | Tat transport | Ecoli viability | phage Ecoli inh
COc1ccc(C(=O)NCCC(=O)NCc2cc(=O)n(C)c(=O)n2C)cc1 | 10.5 | -11.0 | -2.6 | 5.6 | 100.6 | -11.0 | 13.1 | 2.2 | -8.1 | 1.7 | -0.2
CCC(=O)NN1CCc2cc3ccc(C)cc3nc21 | -1.8 | -1.1 | 0.1 | 0.0 | 105.5 | 0.7 | -0.6 | -1.1 | -2.7 | -2.7 | 2.5
Cc1noc(C)c1S(=O)(=O)N(CC(=O)NC1CCC(C)CC1)c1ccc(C(C)C)cc1 (stereo not drawn) | 21.0 | 1.1 | 4.0 | -1.0 | 103.5 | -4.7 | -19.9 | 0.5 | -5.4 | 1.6 | 0.3
CCOC(=O)c1cc(-c2ccccc2)sc1NC(=O)CSc1nnnn1C | / | -9.0 | 0.0 | -11.6 | 100.9 | 4.3 | 0.1 | -3.1 | 8.1 | -2.9 | 1.2
Cn1c(N)c(C(=O)COC(=O)c2ccc(C(F)(F)F)cc2)c(=O)n(C)c1=O | / | 2.5 | 2.3 | -12.8 | 93.3 | -11.2 | -12.1 | -2.8 | 7.5 | -3.2 | -0.4
CN(C(=O)c1cccc(Cl)c1)C1CCCN(Cc2ccccc2F)C1 (stereo not drawn) | 7.8 | -11.9 | 0.1 | 24.0 | 95.2 | 13.0 | -0.4 | 0.2 | 0.2 | -2.4 | 3.8
CC(=O)NC(CC(=O)OC(C)C(=O)Nc1ccc(Cl)cn1)c1ccccc1 (stereo not drawn) | / | 2.7 | -1.1 | -13.3 | 96.9 | 2.0 | 5.7 | 0.3 | 11.1 | 0.4 | 2.2
O=C1c2ccccc2C(O)N1Cc1ccccc1Cl (stereo not drawn) | 5.8 | -8.5 | 1.2 | 6.4 | 103.2 | -0.8 | -6.7 | -0.6 | 0.9 | 1.5 | 3.5
CS(=O)(=O)N1CCCC(c2nc(-c3ccc(S(=O)(=O)NCc4ccccc4)cc3)no2)C1 (stereo not drawn) | -21.8 | 10.2 | -1.8 | -11.7 | 104.5 | -1.3 | 9.6 | 0.9 | 5.3 | 0.3 | /
Cc1ccc(Cn2c(Sc3ncccn3)nc3c2c(=O)[nH]c(=O)n3C)cc1 | / | 0.0 | -2.3 | 55.1 | 94.7 | 2.7 | 12.6 | -0.4 | -13.2 | 0.0 | 2.9
O=C(/C=C/c1ccc([N+](=O)[O-])cc1)NCc1cccs1 | -8.5 | -8.9 | 1.6 | 9.6 | 116.3 | -3.7 | -8.2 | 2.0 | 1.8 | 1.2 | -0.4
Cc1cnc(=O)[nH]c1SCc1cccc([N+](=O)[O-])c1 | -35.2 | -0.4 | 0.7 | -24.5 | 103.4 | 16.2 | -3.4 | 2.0 | -0.5 | 2.1 | 1.4
Cc1ccc(S(=O)(=O)Cn2nnnc2C(CC(C)C)N2CCN(C)CC2)cc1 (stereo not drawn) | 5.2 | 6.6 | -1.6 | -4.0 | 90.5 | -1.7 | 7.8 | 0.2 | 9.8 | -2.5 | 3.3
O=C(COC(=O)CN1C(=O)C2CCCCC2C1=O)Nc1c(Cl)cccc1Cl (stereo not drawn) | 8.9 | -7.5 | 0.3 | -18.2 | 97.6 | -0.3 | -1.2 | -2.3 | 0.6 | -2.1 | -1.6
CC1CC(NNC(=O)c2ccccc2)=Nc2ccccc2N1C (stereo not drawn) | 3.6 | -7.4 | -3.2 | -8.9 | 82.5 | -15.6 | 16.3 | -1.5 | -4.2 | -3.7 | -2.1
CC(Oc1ccc(C(=O)NC2CCCCC2)cc1)C(=O)O (stereo not drawn) | -1.9 | -11.9 | -5.2 | 5.6 | / | -4.3 | 22.0 | 1.0 | -4.4 | -0.5 | 1.0
COc1ccc(N2CCN(C(=O)[C@H](Cc3c[nH]c4ccccc34)NC(C)=O)CC2)cc1 | 3.5 | -13.1 | -4.3 | -5.1 | 100.4 | 5.1 | 22.6 | 4.1 | 6.5 | -0.5 | 2.9
CC(NC(=O)c1ccc2c(c1)OCO2)c1cccc(C(F)(F)F)c1 (stereo not drawn) | -8.9 | 0.8 | -2.8 | 69.8 | 104.8 | -0.7 | 10.4 | -0.8 | -10.1 | 0.0 | -1.4
Cc1cc(-c2csc(N)n2)c(C)n1C | -19.6 | -7.0 | -0.1 | -17.9 | 72.8* | 46.7 | 0.4 | -0.3 | 0.2 | 0.8 | 1.6
Cc1ccc(CN2CCN(CC(=O)NC(C)CCc3ccccc3)C2=O)cc1 (stereo not drawn) | 0.4 | 0.3 | 2.2 | 4.2 | 101.8 | -15.1 | -13.1 | -1.2 | 7.7 | 0.5 | 1.4
Cc1ccc(S(=O)(=O)Nc2c(C)nc3nc[nH]n3c2=O)c(C)c1 | -16.4 | 0.7 | -4.2 | 259.5 | 100.6 | 8.6 | 20.4 | 5.7 | 0.9 | 2.5 | 3.8
COC(=O)c1ccc(CSc2cc(C)c3cccc(C)c3n2)o1 | 9.7 | -12.5 | 0.0 | 62.0 | 113.3 | 4.9 | -0.1 | 2.7 | -10.9 | -1.3 | 2.1
Cc1nn(CC(=O)N2CCC(C(N)=O)CC2)c(=O)c2nn(-c3ccccc3)c(C)c12 | 7.5 | -8.4 | -2.0 | -18.4 | 102.7 | 2.6 | 10.4 | 3.2 | -1.3 | 0.8 | -11.2
O=C(CSCc1n[nH]c(=O)[nH]1)NCCOc1cccc(Oc2ccccc2)c1 | -30.4 | 5.0 | -3.1 | -8.1 | 103.0 | -1.6 | 16.3 | -0.2 | -5.3 | -0.9 | 2.0

Looked up one by one from the list above:
SMILES | PfHsp90 set2 | PKA-R1A activ | OPRM1-OPRD1 ag | Mot1-301 SUMO | Pemphigus Ab inh | Arrestin-AP2 inh | MOR-DOR inv ag | AddAB inh | Tat transport | Ecoli viability | phage Ecoli inh
Cc1nn(CC(=O)N2CCC(C(N)=O)CC2)c(=O)c2nn(-c3ccccc3)c(C)c12 | 7.5 | -8.4 | -2.0 | -18.4 | 102.7 | 2.6 | 10.4 | 3.2 | -1.3 | 0.8 | -11.2
Cc1cc(-c2csc(N)n2)c(C)n1C | -19.6 | -7.0 | -0.1 | -17.9 | 72.8* | 46.7 | 0.4 | -0.3 | 0.2 | 0.8 | 1.6
Cc1ccc(CN2CCN(CC(=O)NC(C)CCc3ccccc3)C2=O)cc1 (stereo not drawn) | 0.4 | 0.3 | 2.2 | 4.2 | 101.8 | -15.1 | -13.1 | -1.2 | 7.7 | 0.5 | 1.4

A draw from above in order of formula weight, rising:
SMILES | PfHsp90 set2 | PKA-R1A activ | OPRM1-OPRD1 ag | Mot1-301 SUMO | Pemphigus Ab inh | Arrestin-AP2 inh | MOR-DOR inv ag | AddAB inh | Tat transport | Ecoli viability | phage Ecoli inh
Cc1ccc(S(=O)(=O)Nc2c(C)nc3nc[nH]n3c2=O)c(C)c1 | -16.4 | 0.7 | -4.2 | 259.5 | 100.6 | 8.6 | 20.4 | 5.7 | 0.9 | 2.5 | 3.8
O=C(CSCc1n[nH]c(=O)[nH]1)NCCOc1cccc(Oc2ccccc2)c1 | -30.4 | 5.0 | -3.1 | -8.1 | 103.0 | -1.6 | 16.3 | -0.2 | -5.3 | -0.9 | 2.0
O=C(COC(=O)CN1C(=O)C2CCCCC2C1=O)Nc1c(Cl)cccc1Cl (stereo not drawn) | 8.9 | -7.5 | 0.3 | -18.2 | 97.6 | -0.3 | -1.2 | -2.3 | 0.6 | -2.1 | -1.6

Further records.
SMILES | PfHsp90 set2 | PKA-R1A activ | OPRM1-OPRD1 ag | Mot1-301 SUMO | Pemphigus Ab inh | Arrestin-AP2 inh | MOR-DOR inv ag | AddAB inh | Tat transport | Ecoli viability | phage Ecoli inh
C=CCN1C(=O)C(CC(=O)Nc2ccc(OC)cc2)N(Cc2ccco2)C1=S (stereo not drawn) | -3.1 | 11.0 | -2.5 | -9.0 | 95.2 | 0.0 | 13.3 | 2.0 | -3.3 | 0.8 | 2.0
COc1ccc(CNC(=O)CCCC(=O)n2nc(C)c3ccccc32)cc1 | -13.1 | -2.9 | -2.0 | -9.6 | 100.2 | 23.4 | 10.2 | 1.7 | 9.8 | 1.4 | 5.2
Nc1nc(CN2CCN(c3ccccc3F)CC2)nc(N2CCCc3ccccc32)n1 | 9.8 | -6.3 | 2.1 | -13.6 | 94.4 | -7.5 | -14.9 | -0.6 | 7.3 | -1.6 | -1.1
CC(=O)Nc1ccc(S(=O)(=O)N2CCC(C(=O)NCCc3ccc(Cl)cc3)CC2)cc1 | -1.9 | -6.6 | -1.3 | -13.8 | 90.5 | 0.8 | 5.8 | / | 11.8 | / | 2.1
Cc1cccc(N2C(=O)C(Oc3ccc(Cl)cc3Cl)C2C=O)c1C (stereo not drawn) | 8.3 | -10.4 | 0.2 | 53.6 | 99.6 | 4.8 | -1.1 | 5.4 | 1.5 | 2.3 | 5.7
O=C(O)c1cccc(NC(=O)c2cc(S(=O)(=O)N3CCOCC3)cs2)c1 | -33.6 | -7.9 | -3.0 | -2.4 | 104.2 | 15.3 | 15.1 | 0.4 | -2.0 | -2.5 | 3.5
CCCCn1c(N)c(N(CCOC)C(=O)C2CC(=O)N(Cc3ccc(C)cc3)C2)c(=O)[nH]c1=O (stereo not drawn) | / | -11.7 | -2.3 | 13.5 | 97.3 | -10.8 | 12.2 | 0.7 | 1.1 | 0.7 | -0.7
Cc1cc(C(=O)NC(C)Cc2ccccc2)cc(C)c1[N+](=O)[O-] (stereo not drawn) | 5.2 | / | / | -7.4 | 107.2 | -11.0 | / | 2.3 | 1.6 | 0.0 | 5.3
COc1ccccc1N1CCN(CCC(=O)Nc2ccc(F)cc2)CC1 | -13.1 | -10.2 | -1.6 | 12.7 | 91.5 | 27.9 | 7.4 | -0.7 | -8.1 | -0.3 | 2.8
COc1cccc(NC(=S)N2c3ccccc3CC2C)c1 (stereo not drawn) | -4.7 | 2.7 | -0.2 | 7.5 | / | 0.4 | 1.1 | -0.5 | -9.0 | -2.6 | 0.1
CCN(CC)c1ccc(/C=C(/C#N)C(=O)NC(C)C)o1 | -5.1 | 2.2 | -2.7 | -9.4 | 108.1 | -2.6 | 13.8 | 5.8 | -7.1 | -0.9 | 2.8
Cc1cccc2cc(CN(Cc3cccs3)S(=O)(=O)c3ccc4c(c3)OCCO4)c(=O)[nH]c12 | -15.9 | 0.9 | -3.2 | -2.4 | / | 11.8 | 15.7 | 1.9 | 8.7 | 0.9 | 4.7
O=C(/C=C/c1ccc2c(c1)OCO2)c1ccco1 | 6.9 | -2.7 | -2.8 | 26.8 | 104.3 | 28.0 | 16.8 | -0.7 | 3.0 | -2.4 | 2.0
CC(=O)Nc1ccc(C(=O)N2CCCC2)cc1 | -16.9 | 0.4 | 2.2 | -2.1 | / | 28.4 | -12.2 | 1.3 | 2.1 | 0.7 | 1.4

Random draw from the library (roughly 2.8% active in at least one column).
